# L3MBTL1 block: inhibitors of human L3MBTL1. Q9Y468. AlphaScreen L3MBTL1–H3K9me1 peptide binding. Potency, µM (titrated, usually from 57.1 µM), without a hit: at the top dose activity, negative = inhibition, hits mostly inhibitors. 230,000 tested, 0.66% active. AID 485360; active = well fitted inhibition curve with a large enough effect; inconclusive = small, poorly fitted or top-dose-only effect; inactive = no such curve, though single readings can be large or run the other way; also: nearly all actives have a fitted effect of over 60% in size
# Target sequence (Q9Y468 whole entry, looked up): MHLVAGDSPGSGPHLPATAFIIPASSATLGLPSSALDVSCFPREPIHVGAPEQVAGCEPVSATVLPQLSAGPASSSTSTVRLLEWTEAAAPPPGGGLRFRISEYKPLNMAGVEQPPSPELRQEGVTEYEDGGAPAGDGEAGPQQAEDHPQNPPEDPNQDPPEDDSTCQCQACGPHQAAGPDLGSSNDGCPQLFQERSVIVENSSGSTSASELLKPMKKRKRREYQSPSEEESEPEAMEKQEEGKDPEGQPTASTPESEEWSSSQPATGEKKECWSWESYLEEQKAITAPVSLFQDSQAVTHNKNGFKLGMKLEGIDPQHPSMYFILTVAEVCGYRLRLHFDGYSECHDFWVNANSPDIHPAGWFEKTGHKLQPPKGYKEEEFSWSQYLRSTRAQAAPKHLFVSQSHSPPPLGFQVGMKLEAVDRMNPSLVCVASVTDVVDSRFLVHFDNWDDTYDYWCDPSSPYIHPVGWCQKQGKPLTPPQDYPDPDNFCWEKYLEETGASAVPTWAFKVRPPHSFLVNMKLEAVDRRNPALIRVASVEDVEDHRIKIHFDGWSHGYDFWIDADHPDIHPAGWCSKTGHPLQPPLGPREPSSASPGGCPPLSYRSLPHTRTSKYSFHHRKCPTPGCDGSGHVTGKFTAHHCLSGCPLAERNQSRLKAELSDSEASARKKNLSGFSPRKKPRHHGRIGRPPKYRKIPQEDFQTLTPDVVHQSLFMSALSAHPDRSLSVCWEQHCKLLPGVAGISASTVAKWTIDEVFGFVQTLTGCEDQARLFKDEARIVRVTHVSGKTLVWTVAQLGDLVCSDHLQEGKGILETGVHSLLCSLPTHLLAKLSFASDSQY
#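 Displacement of a biotinylated histone H3(1-15) peptide monomethylated at Lys9 (75 nM) from L3MBTL1 (50 nM) was measured by AlphaScreen after a 30 min room-temperature compound incubation; cefsulodin titration served as intraplate control.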
# Numbers without * were called inactive; ? = inconclusive; [ ] = remark or other dose. % is scaled to controls: 0 for no effect and ±100 for the full control effect; potency is read from the fitted curve at half-maximal effect.
no.	L3MBTL1 block	Compound
1	4%	Cc1ccc(NC(=O)C2CCN(S(=O)(=O)c3ccc4c(c3)C(C)(C)C(=O)N4C)CC2)c(C)c1
2	?	C#CCOCCOCCOCCNc1nc(N2CCN(C(=O)CCCCCCCCCCNC(=O)Cn3cc(C[C@@H](C)O)nn3)CC2)nc(N2CCN(C(=O)CCCCCCCCCCNC(=O)[C@H](CCCN=C(N)N)n3cc(C[C@@H](C)CC)nn3)CC2)n1
3	-5%	COc1ccc(C)cc1Nc1n[n+](-c2ccccc2)c(-c2ccc(OC)c(OC)c2OC)s1
4	7%	Cn1c(COc2ccccc2Br)nc2ccccc21
5	-4%	CN(C)CCCN1C(=O)c2cccc3cccc(c23)C1=O
6	7%	CCN(C[C@H]1N[C@@](CC)(C(=O)OC)[C@H]2C(=O)N(Cc3ccccc3)C(=O)[C@@H]12)C(=O)c1ccccc1
7	21%	CCCCN(C(=O)CCNC(=O)NC12CC3CC(CC(C3)C1)C2)c1c(N)n(CCCC)c(=O)[nH]c1=O
8	7%	CCCCn1c(N)c(N(CCC(C)C)C(=O)C2=NN(c3ccccc3)C(=O)CC2)c(=O)[nH]c1=O
9	-7%	CN(CC(=O)Nc1ccc(Cl)cc1)C(=O)c1ccc(N2CCCC2=O)cc1
10	8%	Cn1nc(C(=O)OCC(=O)c2ccc(Cl)cc2)c2ccccc2c1=O
11	2%	Cc1ccc(NC(=O)CN(C)C(=O)CSc2ccc3c(c2)OCCO3)cc1
12	4%	O=C(CNC(=O)c1sc2ccccc2c1Cl)NCc1cccc(C(F)(F)F)c1
13	0%	O=C(CSCc1ccc(Cl)cc1)Nc1ccc(O)cc1C(=O)O
14	0%	CCN1C(=NCC2CC2)N[C@@H](c2ccccc2)C(C(=O)OC)=C1C
15	-4%	COc1cc([C@@H]2CC=C(C(=O)O)[C@H](c3ccccc3F)N2S(=O)(=O)c2ccc(C)cc2)cc(OC)c1OC
16	11%	C#CCOCCOCCOCCNc1nc(N2CCOCC2)nc(N2CCN(C(=O)[C@H](CCCN=C(N)N)n3cc(C(N)[C@@H](C)CC)nn3)CC2)n1 (some centres not stated)
17	-5%	CCN(CC)S(=O)(=O)c1cc(NC(=O)c2cccc(N3C(=O)CCC3=O)c2)ccc1Cl
18	5%	O=C(COC(=O)c1cccc(Br)c1)Nc1ccc2[nH]c(=O)[nH]c2c1
19	4%	CS(=O)(=O)c1ccc(Cl)c(NC(=O)CCN2C(=O)C3CC=CCC3C2=O)c1 (configuration not stated)
20	12%	O=C(NCC(c1ccco1)N1CCN(c2ccccc2F)CC1)C(=O)NC1CCCC1 (configuration not stated)
21	1%	COc1ccc(NC(=O)CN(C)C(=O)Cc2ccc3c(c2)OCCO3)cc1
22	-5%	Fc1ccccc1CNCC1CCCO1 (configuration not stated)
23	9%	O=C(O)C(CO)(c1ccccc1)c1ccccc1
24	4%	O=C(COC(=O)CCC(=O)c1ccccc1)NCCc1ccccc1
25	8%	Cc1c2cnn(CC(=O)N3CCOCC3)c(=O)c2c(C)n1Cc1ccccc1F
26	8%	Cc1cc(C(=O)N2CCN(c3cc(Cl)ccc3C)CC2)on1
27	1%	CC(C)c1ccc(S(=O)(=O)N2CCC(C(=O)N3CCC3)CC2)cc1
28	0%	Cc1noc(C)c1NC(=O)Nc1cccc2c1O[C@H](CN(C)C(=O)NC1CCCCC1)[C@@H](C)CN([C@H](C)CO)C2=O
29	-1%	COc1ccc(NC(=O)c2cccc(NC3=NC4CS(=O)(=O)CC4S3)c2)cc1Cl (configuration not stated)
30	4%	O=S(=O)(Cc1ccccc1)Nc1cccc(F)c1
31	2%	Cc1c(NS(=O)(=O)c2cc(C(=O)NCC3CCCO3)cc(Cl)c2Cl)c(=O)n(-c2ccccc2)n1C (configuration not stated)
32	5%	O=C(CSc1ccccc1)NCCc1ccccc1
33	-2%	CCn1nnnc1SCC(=O)N1c2ccccc2NC(=O)CC1C (configuration not stated)
34	0%	COc1ccc(NC(=O)CNC(=O)Cc2cccc3ccccc23)cc1
35	-3%	N#Cc1ccccc1S(=O)(=O)N1CCC(C(=O)Nc2cccc(C(=O)NC3CC3)c2)CC1
36	6%	Cc1ccccc1C(=O)Nn1cnnc1
37	1%	Cc1nc([N+](=O)[O-])cn1CCCCN1C(=O)c2ccccc2C1=O
38	-6%	CC(C)(C)N(Cc1ccccc1)C(=O)COC(=O)CSc1ccc([N+](=O)[O-])cc1
39	26%	O=C(CCCOC(=O)c1cccnc1Cl)c1ccc(Br)cc1
40	0%	COc1ccccc1C(CNC(=O)C(C)(C)Oc1ccc(Cl)cc1)N1CCCC1 (configuration not stated)
41	-3%	COc1ccc(CNC(=O)CN(c2ccccc2OC)S(=O)(=O)c2cccs2)cc1
42	-9%	Cc1ccc(NC(=O)c2cnccn2)cc1S(=O)(=O)N1CCCCCC1
43	3%	Cc1cc(C)n2nc(C(=O)OCC(=O)NCc3ccc(F)cc3)nc2n1
44	3%	Cc1occc1-c1nnc(SCC(=O)c2c(N)n(C3CC3)c(=O)[nH]c2=O)n1C
45	-3%	COC(=O)c1ccc(NC(=O)c2cc(-c3ccncc3)nc3ccccc23)cc1
46	6%	Cc1ccc(NC(=O)C[n+]2ccccc2)cc1C
47	1%	Cc1ccc(S(=O)(=O)N2CCCCC2)cc1NC(=O)CSc1nnc(C2CC2)n1N
48	2%[2.29 µM]	CCn1c(=O)c(C(=O)NCc2ccc3c(c2)OCO3)c(O)c2ccccc21
49	1%	CCCCn1c(N)c(N(CCC(C)C)C(=O)c2ccc(N3CCCC3=O)cc2)c(=O)[nH]c1=O
50	-6%	O=C1C=C(c2cccc(CO)c2)C[C@@H](c2ccc3c(c2)OCO3)C1

# The listing continues.
no.	L3MBTL1 block	Compound
51	0%	COc1ccc(CN2C(=O)c3ccccc3C2=O)cc1C(=O)N(C)CC(=O)Nc1ccc(F)cc1
52	1%[2.29 µM]	COc1cc(C(=S)N2CCOCC2)cc(OC)c1OS(=O)(=O)c1ccc(Cl)cc1
53	2%	CN(C(=O)COC(=O)Cc1ccccc1[N+](=O)[O-])C1CCS(=O)(=O)C1 (configuration not stated)
54	-1%	Cc1ccc(-n2nnnc2SCC(=O)NCC2(N3CCOCC3)CCCCC2)c(C)c1
55	0%	O=C(OCc1nnc(-c2ccccc2)o1)C1CC(=O)N(CCc2ccccc2)C1 (configuration not stated)
56	1%	COc1ccc(CNC(=O)COC(=O)c2ccc3ncsc3c2)cc1OC
57	-11%	COc1ccc(NC(=O)C2CCC2)cc1S(=O)(=O)Nc1cc(C)ccc1Br
58	4%	O=C(Cc1cccs1)Nc1cc(S(=O)(=O)N2CCCCC2)ccc1Cl
59	-4%	Cc1ccc(S(=O)(=O)CCC(=O)Nc2nc(-c3ccccn3)cs2)cc1
60	-2%	O=C(C1CCN(S(=O)(=O)c2ccccc2)CC1)N1CCN(c2ccccc2F)CC1
61	3%	CC(C)N(CC(N)=O)c1ccc(S(=O)(=O)N2CCCC2)cn1
62	?	COc1ccc(OCCn2cc(C=O)c3ccccc32)cc1
63	-3%	COc1cccc(NC(=O)COc2cccnc2[N+](=O)[O-])c1
64	1%	COc1cc(OC)c(C(=O)Nc2ccc(S(=O)(=O)N3CCCCC3)cc2)cc1OC
65	-1%	O=C(OCc1nc2ccsc2c(=O)[nH]1)c1cccc(S(=O)(=O)N2CCOCC2)c1
66	-1%[2.29 µM]	COc1cccc(CNc2ccccn2)c1O
67	-14%	Cc1cccc(N2CC(C(=O)NCc3ccco3)CC2=O)c1C (configuration not stated)
68	0%	O=C(CSc1nnc(-c2cccs2)n1C1CC1)NC1CCS(=O)(=O)C1 (configuration not stated)
69	7%	O=C(CCc1ccc(S(=O)(=O)N2CCOCC2)cc1)Nc1ccccc1F
70	-4%	O=C(C[C@@H]1C/C=C/CC[C@H](Cc2ccc(F)cc2)C(=O)O[C@H](c2ccccc2)CNC1=O)NCCO
71	-1%	CN(C)c1ccc(CNS(=O)(=O)c2ccc3c(c2)C(C)(C)C(=O)N3C)cc1
72	0%	NC(=O)C[C@H](N)c1cn([C@@H](CC(N)=O)C(=O)N2CCNCC2)nn1
73	-1%	Cc1cccc(NC(=S)NCc2ccccc2Cl)c1C
74	4%	O=C(CCNC(=O)c1ccccc1Cl)Nc1nc2ccc(F)cc2s1
75	-1%	COc1ccc(C(=O)Nc2cc(C)on2)c(OC)c1
76	7%	CN(CCOc1ccccc1)C(=O)c1ccc(F)c(S(=O)(=O)N2CCOCC2)c1
77	3%	O=C(CCc1nc2ccccc2c(=O)[nH]1)NNC(=O)COc1cccc(F)c1
78	7%	COc1ccc(NC(=O)CN2C(=O)NC3(CCCCCC3)C2=O)cc1Cl
79	-1%	O=C(NCc1ccc(Cl)cc1)N1CCN(Cc2ccccc2)CC1
80	-1%	CCNC(=O)N(C)C[C@H]1N[C@@](C)(C(=O)OC)[C@H]2C(=O)N(C)C(=O)[C@@H]12
81	-4%	O=C(NCC(c1ccco1)N1CCc2ccccc21)c1ccccc1 (configuration not stated)
82	-2%	CCCN(C1CCS(=O)(=O)C1)S(=O)(=O)c1ccc(F)cc1 (configuration not stated)
83	-11%	COc1cc(C=NNC(=O)c2ccccc2-n2cccc2)ccc1O
84	-4%	Cc1cccc2c(N=NC(=O)c3ccc(NS(=O)(=O)c4cccs4)cc3)c(O)[nH]c12
85	-5%	Cc1nn(-c2ccc(F)cc2)c(Cl)c1C(=O)OC(C)C(=O)N(C)C1CCCCC1 (configuration not stated)
86	0%	COC(=O)C(C)n1cnc2c(nnn2-c2ccccc2)c1=O (configuration not stated)
87	0%	CCOc1ccc(NC(=O)Cn2nc(C(N)=O)c3ccccc3c2=O)cc1S(=O)(=O)N1CCCC1
88	35%[activator]	COc1ccc(-c2oc3ccccc3c2C(=O)OCc2ccccc2OC)cc1
89	3%[2.29 µM]	CCOc1ccc(Nc2ncnc3c2nnn3Cc2ccccc2)cc1
90	1%	CSCCC(NC(=O)COc1ccccc1)C(=O)NCCOc1ccccc1 (configuration not stated)
91	1%	Cc1ccccc1-c1nc(S(=O)(=O)c2ccccc2)c(N2CCCC2)o1
92	5%	CCCN(Cc1nnc(-c2ccccc2Cl)o1)C(=O)COc1ccc(Cl)cc1
93	-8%	CCN1CCN(S(=O)(=O)c2ccc(Cl)c(C(=O)N(C)Cc3ccc(F)cc3)c2)CC1
94	34%[activator]	Cc1cc(C)c(S(=O)(=O)N2CCCc3ccccc32)c(C)c1
95	-3%	CCC(=O)Nc1ccc2c(c1)N(C(C)=O)c1ccccc1CC2
96	6%	COc1cccc(CN(C)C(=O)c2cc(S(=O)(=O)NCc3ccccc3)ccc2C)c1OC

# Only part of the results is shown. The share of hits here may be higher or lower than overall.
